# Source: PubChem
# Kir21 block: inhibitors of mouse Kir2.1 inward-rectifier potassium channel; B-score at 10 µM; 310,000 tested, 0.85% active; P35561; AID 1672; HEK293-Kir2.1, FluxOR thallium flux fluorescence; hits give low values;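 active means fluorescence ratio B-score at or below minus 3 SD of library scores, with starting-brightness B-score within 2 SD, cut at about -4.2 in these data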;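 further: channel flux triggered by added potassium and thallium sulfate stimulus; B-score of peak minus minimum fluorescence over baseline after thallium stimulus; more negative B-score means stronger Kir2.1 block with less thallium influx; some compounds called inactive have numbers as strong as hits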
# Target sequence (P35561 whole entry, looked up): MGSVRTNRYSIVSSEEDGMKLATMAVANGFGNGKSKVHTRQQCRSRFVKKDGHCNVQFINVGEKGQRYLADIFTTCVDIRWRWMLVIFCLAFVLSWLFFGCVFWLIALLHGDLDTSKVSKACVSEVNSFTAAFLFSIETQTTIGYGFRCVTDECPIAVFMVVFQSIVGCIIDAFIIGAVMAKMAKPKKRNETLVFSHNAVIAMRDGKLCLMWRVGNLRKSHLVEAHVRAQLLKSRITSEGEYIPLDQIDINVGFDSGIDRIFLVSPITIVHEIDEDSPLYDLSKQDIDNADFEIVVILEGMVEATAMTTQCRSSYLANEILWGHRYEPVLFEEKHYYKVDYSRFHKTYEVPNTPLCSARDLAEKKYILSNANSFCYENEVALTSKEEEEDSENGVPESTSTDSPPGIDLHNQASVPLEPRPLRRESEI
# KCNQ2 inh: KCNQ2 channel blockers in CHO-K1 cells – cell-based, FluxOR thallium flux, B-score, primary screen (AID 2156); 20 min; hits give low values; O88943; 310,000 tested, 1.1% active; B-score at 10 µM;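 active means fluorescence ratio B-score at most minus 3 library SDs, with starting brightness B-score within 2 library SDs, cut at about -5.5 in these data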
# * marks the source's active call; other numbers are inactive results; i = inactive.
SMILES,Kir21 block,KCNQ2 inh
Cc1ccc(C(=O)NCCCN2CCOCC2)c(Cl)c1,2.2,i
CCN(CC(=O)NC(C)(C)C)Cc1cc(=O)n2c(-c3ccccc3)csc2n1,1.4,i
CC(=O)OCCCN(C)CC/C=C1/c2ccccc2CSc2ccccc21,-1.9,i
CCCCCCSc1cc(-c2nc3cc(C)ccn3c2NCCCC)ccc1OC,0,i
Cn1c(=O)c2c(ncn2CCOc2ccc(F)cc2)n(C)c1=O,0.15,i
CC(C)n1nccc1N(Cc1ccc(C#N)cc1)S(=O)(=O)c1ccccc1,1.3,i
C=CCn1c(SCCCCCC)nc(O)cc1=O,3.3,i
COCC(C)NC(=O)c1cc(-c2ccccc2OC)on1 (stereo unspecified),-0.12,i
CCOC(=O)C1CSC2(CCC(c3ccccc3)CC2)N1 (stereo unspecified),-2.4,i
Cc1ccccc1OCc1nc2c3c(ncn2n1)-c1ccccc1CC31CCCC1,0.48,i
Fc1cc(Br)cc(F)c1NC(=S)N1CCOCC1,0.38,i
Cc1ccccc1CC1(CO)CCCN(C(=O)c2ccccc2Cl)C1 (stereo unspecified),-0.81,i
N#Cc1c(-c2ccccc2)nc(-c2ccncc2)[nH]c1=O,-0.02,i
COc1ccc(/C=C/C(=O)OCC(=O)NCCC2=CCCCC2)cc1OC,-0.33,i
Cc1nc(SCC(=O)Nc2ccc3c(c2)OCCO3)nc(C)c1C,1.3,i
COc1ccc(/C=N/NC(=O)c2ccncc2)c(C(=O)O)c1OC,-0.83,i
COc1cc2c(cc1OC)C(c1ccc(N(C)C)cc1)NCC2 (stereo unspecified),0.18,i
CN(C)c1ccc(/C=C2\C(=N)N3N=C(CC(=O)N4CCCC4)SC3=NC2=O)cc1Br,-2.4,i
COc1cccc(-c2ccc(NC(=O)C3CCCN(Cc4cnn(C(C)C)c4)C3)cc2)c1 (stereo unspecified),0.42,i
Cc1cc(NS(=O)(=O)c2ccc(NC(=O)c3ccc(Cl)cc3Cl)cc2)no1,2,i
O=C(c1ccco1)N1CCN(C(c2ccc(F)cc2)c2nnnn2Cc2cccs2)CC1 (stereo unspecified),0.01,i
NC(=O)c1ccccc1NS(=O)(=O)Cc1ccc(Cl)cc1,-0.69,i
O=C(Nc1cccc(Cl)c1Cl)c1ccncc1,1,i
O=C(CN1CCc2ccccc2C1)NCc1ccco1,0,i

# Compounds shown so far that have bromine, in the order listed:
SMILES,Kir21 block,KCNQ2 inh
Fc1cc(Br)cc(F)c1NC(=S)N1CCOCC1,0.38,i
CN(C)c1ccc(/C=C2\C(=N)N3N=C(CC(=O)N4CCCC4)SC3=NC2=O)cc1Br,-2.4,i

# Laid out differently: results already given.
# The line under a structure holds: Kir21 block | KCNQ2 inh
- N#Cc1c(-c2ccccc2)nc(-c2ccncc2)[nH]c1=O
 : -0.02 | i
- COc1ccc(/C=C/C(=O)OCC(=O)NCCC2=CCCCC2)cc1OC
 : -0.33 | i
- Cc1nc(SCC(=O)Nc2ccc3c(c2)OCCO3)nc(C)c1C
 : 1.3 | i
- COc1ccc(/C=N/NC(=O)c2ccncc2)c(C(=O)O)c1OC
 : -0.83 | i
- COc1cc2c(cc1OC)C(c1ccc(N(C)C)cc1)NCC2 (stereo unspecified)
 : 0.18 | i
- CN(C)c1ccc(/C=C2\C(=N)N3N=C(CC(=O)N4CCCC4)SC3=NC2=O)cc1Br
 : -2.4 | i

# (next part)
SMILES,Kir21 block,KCNQ2 inh
COc1cccc(N2CCN(CC(=O)Nc3ccc(SC(F)F)cc3)CC2)c1,-0.01,i
COCC1CCN(C(=O)C2CCC(=O)N(C3CCCC3)C2)CC1 (stereo unspecified),-0.02,i
CCNC(=O)/N=C1/NC(=O)C(C(C)C)O1 (stereo unspecified),0.25,i
CCN(CC)CCCN1C=C2C(=O)C(C)(OC(=O)CCC(=O)OC)C(=O)C(Br)=C2C=C1c1ccc(OC)cc1 (stereo unspecified),1.6,i
COc1ccc(-n2c(C)nc3sc4c(c3c2=O)CCCC4)cc1,2.5,i
COc1ccc(-n2c(-c3ccccc3)c[n+]3c2CCC3)cc1,0.07,i
Cc1ccc(S(=O)(=O)N(C)c2ccc(C(=O)N3CCc4ccccc4C3)cc2)cc1,-0.6,i
O=C(O)CCN1C(=O)C2CCCCC2C1=O (stereo unspecified),0.03,i
Cc1nn(CC2CC2)c(=O)n1-c1ccccc1F,0.39,i
O=C(Nc1ccc(Cl)cc1)Nc1ccc(C(=O)N2CCOCC2)cc1,-0.43,i
Cc1ccc(C(=O)c2cc([N+](=O)[O-])ccc2N2CCCCC2)c(C)c1,0.4,i
CSc1ccccc1C(=O)NCc1ccc(S(N)(=O)=O)cc1,-1.4,i
CCOc1ccc(CN(CCO)CCO)cc1C(=O)OC,-0.99,i
CCCCn1c(=O)c(CC(C)=O)nc2ccccc21,0.45,i
Cc1ccc(S(=O)(=O)CC(=O)N(C)C)cc1,-0.44,i
COc1cccc(CNCC(=O)Nc2ccc(N3CCOCC3)cc2)c1,0.2,i
COc1cc(NS(=O)(=O)c2ccc(NC(=S)NC(=O)C3CCCC3)cc2)nc(OC)n1,-0.56,i
C/C(CCc1ccc2c(c1)OCO2)=N\N=C1\NC(=O)CC(C(=O)Nc2ccccc2)S1 (stereo unspecified),0.33,i
CC(=O)NNC(=O)c1sc(=S)n2c1[nH]c(=O)c1sccc12,0.06,i
CN(C[C@H](Cc1ccccc1)N(CCN(CCc1ccccc1)N=O)N=O)N=O,0.26,i
CSCC[C@H](NC(=O)OC(C)(C)C)c1nnc(SCC(N)=O)o1,1.4,i
Cc1cc(N(CCO)CCO)ccc1N=Nc1cc(F)ccc1F,0.94,i
COc1ccc(-c2nn(-c3ccccc3)cc2/C=N/O)cc1OC,-0.76,i
CC(=O)N1CCN(c2nc(CC(C)C)c3c(c2C#N)CCC3)CC1,0.1,i
CC1(C)Cc2c(C#N)c(N3CCN(C(=O)c4ccccc4)CC3)nc(Cc3ccccc3)c2CO1,1.6,i
O=C1CN(C(=O)CSc2nc3ccccc3c(=O)n2CC2CCCO2)c2ccccc2N1 (stereo unspecified),1.1,i
Cc1cc2ncn(S(=O)(=O)c3ccc(S(=O)(=O)N4CCOCC4)cc3)c2cc1C,2.3,i
COCCNC(=O)C(OC(=O)c1cc2oc(C)cc2n1C)C(C)C (stereo unspecified),0.43,i
Cc1ccc(S(=O)(=O)N(C)C)cc1NC(=O)COC(=O)CCC1CCCCC1,-0.37,i
Cc1cc(C)n(CCC(=O)N/N=C/c2ccccc2O)n1,1.7,i
CCOC(=O)Cc1csc(NC(=O)CCN2C(=O)c3cccc([N+](=O)[O-])c3C2=O)n1,-2.1,i
O=C(NCC1CCCO1)c1ccc2c3n(nc2c1)-c1ccccc1CO3 (stereo unspecified),1.3,i
Cc1ccc(N(C(C)C(=O)N2CCN(Cc3ccccc3)CC2)S(C)(=O)=O)cc1 (stereo unspecified),-0.23,i
O=C(Nc1oc2ccccc2c(=O)c1-c1ccc(Cl)cc1)c1ccco1,0.16,i
Cc1ccc(C(=O)NC2CCN(CC(=O)NC3CCC(C)CC3)CC2)cc1 (stereo unspecified),-1.4,i
CC(C)Nc1nc(-c2ccccn2)nc(-c2ccccc2)c1C#N,-0.37,i
CCOc1ccc(NC(=O)CSC(N)=O)cc1,-1.1,i
COc1ccc(C(C(=O)NC2CCCC2)N(C(=O)c2snc(C(N)=O)c2N)c2cccc(O)c2)cc1 (stereo unspecified),-0.59,i
COC(=O)c1cccc(NC(=O)CSc2nnc(C)o2)c1,-0.89,i
CC(C)N(C(=O)CSc1nnc(Cn2nnc3ccccc32)n1C)C(C)C,-0.02,i
c1cc[n+](CCCC[n+]2ccccc2)cc1,-1.4,i
Cc1ccccc1NC(=O)CN1C(=O)S/C(=C\c2ccc(-c3cc(C(=O)O)ccc3C)o2)C1=O,-0.01,i
O=C(COC(=O)CCC(=O)c1ccccc1)NNC(=O)c1ccc(Cl)cc1,2.8,i
CCOc1ccc(/C=C2\SC(=S)N(CCC(=O)Nc3cccc(C(=O)O)c3)C2=O)cc1,0.83,i
CCOC(=O)c1cc(-c2ccc(Cl)s2)[nH]n1,0.08,i
COc1ccc(N(C(C)=O)c2nc(C)cc(C)c2C#N)c(OC)c1,0.73,i
Cc1ccccc1CNC(=O)C(=O)NCC1CCCN1S(=O)(=O)c1ccccc1 (stereo unspecified),-0.3,i
Cc1[nH]c2ccccc2c1CN1CCN(c2ccccn2)CC1,1.6,i
O=C(CNS(=O)(=O)c1ccc(F)cc1)N1CCCCCC1,0.14,i
CN(C)C(=O)CSc1nnc(-c2ccncc2)n1Cc1ccco1,0.66,i
CCCn1c(SCC(=O)c2ccc(OC)c(OC)c2)nc2c1c(=O)n(C)c(=O)n2C,-0.08,i
NC(=O)c1c(NC(=O)Cc2ccccc2)sc2c1CCN(Cc1ccccc1)C2,0.47,i
O=C(CSc1ccc(F)cc1)Nc1ccc(C2SCCS2)cc1,1,i
CCN=C1SC(C(=O)Nc2cccc(C(=O)O)c2)CC(=O)N1CC (stereo unspecified),1.7,i
COc1ccc(S(=O)(=O)Nc2ccc(Nc3ccccc3)cc2)cc1,0.32,i
C=CCCC(=O)NC1CC(C)(C)Cc2c1cnn2-c1cccc(F)c1 (stereo unspecified),1.8,i
Nc1ccc([N+](=O)[O-])cc1C(=O)NNC(=O)c1ccco1,-0.49,i
CC(C)N(C(=O)CSc1nnc(NC(=O)c2ccco2)s1)C(C)C,0.01,i
CC(C)c1ccc(NC(=O)C(c2ccc3c(c2)OCO3)N2CCN(C(=O)c3ccco3)CC2)cc1 (stereo unspecified),-0.13,i
CN(CCNC(=O)c1cccc(N2CCCC2=O)c1)Cc1ccccc1,-0.07,i

# Brought forward from above: 2 entries, followed by the next part.
SMILES,Kir21 block,KCNQ2 inh
CC(C)c1ccc(NC(=O)C(c2ccc3c(c2)OCO3)N2CCN(C(=O)c3ccco3)CC2)cc1 (stereo unspecified),-0.13,i
CN(CCNC(=O)c1cccc(N2CCCC2=O)c1)Cc1ccccc1,-0.07,i
C/C(=N\NC(=O)Cc1c[nH]c2ccccc12)c1ccc2ccccc2c1,-1,i
COc1ccc(-c2sc(Nc3ccccc3)n[n+]2C)c(C)c1C,-0.22,i
COc1ccc(CN(Cc2ccc(C(=O)O)cc2)C(=S)Nc2ccccc2F)cc1OC,2.5,i
Cc1noc(C)c1CSc1nc2sc(C)c(C)c2c(=O)n1C1CCCC1,-1.4,i
COc1ccc(CCNC(=O)c2ccc(C)s2)cc1OC,-1.1,i
CC1=NN(/C(=N\c2nnc(C)s2)Nc2ccccc2)[C@H](c2cccc3ccccc23)S1,-0.11,i
Cc1ccc(Cn2ccc(NC(=O)C3C4CCC(C4)C3C(=O)O)n2)cc1 (stereo unspecified),1.2,i
O=C(NNC(=S)Nc1ccccc1)c1ccccc1[N+](=O)[O-],-0.24,i
Cc1ccsc1CN(C)C(=O)CCc1nnc(COc2ccccc2)o1,-0.02,i
O=C(c1cccc(NC2=NC3CS(=O)(=O)CC3S2)c1)N1CCN(c2ccc(F)cc2)CC1 (stereo unspecified),-0.44,i
Cc1ccc(NC(=O)CCCc2ccccc2)nc1,0.83,i
FC(F)(F)c1cccc(OCc2nnc3n2CCC3)c1,1.4,i
CNC(=O)CC(C(=O)O)c1ccc(OCC(C)C)cc1 (stereo unspecified),-1.3,i
Cc1c(NC(=O)C(Sc2ccccc2)c2ccccc2)cccc1[N+](=O)[O-] (stereo unspecified),0.03,i
COCCCNc1nc2c(c(=O)n(Cc3ccc(Cl)cc3)c(=O)n2C)n1C,-0.34,i
CCOC(=O)N1CCN(CC(=O)Nc2sc(CC)cc2C(=O)c2ccc(OC)cc2)CC1,0.29,-5.9*
O=c1oc2ccccc2cc1N1CCOCC1,1.1,i
Cc1ccc(NC(=S)N/N=C/c2c(C)nn(-c3ccccc3)c2N2CCCC2)cc1,1.8,i
CC1=CC2CC1C1C(=O)N(c3ccc(S(=O)(=O)Nc4nc(C)cc(C)n4)cc3)C(=O)C21 (stereo unspecified),0.4,i
O=S(=O)(NCCc1ccc(F)cc1)c1cccc2cccnc12,-2.7,i
CS(=O)(=O)Nc1ccc(C2=NN(S(C)(=O)=O)C(c3ccc4nccnc4c3)C2)cc1 (stereo unspecified),0.06,i
O=C(Nc1ccnn1C1CCN(CC2CC=CCC2)CC1)c1ccccc1Cl (stereo unspecified),-1.2,i
CCn1nc(C)c(CNC(=O)CC2C(=O)NCCN2CC(C)(C)C)c1C (stereo unspecified),0.99,i
CCOC(=O)c1cc(CC)sc1/N=C/C1=C(O)CCCC1=O,-0.19,i
CC1CCCN(C(=O)C2CCN(c3nc(-c4ccccc4)nc4c3CCC4)CC2)C1 (stereo unspecified),1.1,i
Cc1ccc(S(=O)(=O)N2CCN(C(=O)C3CCCC3)CC2)cc1C,-0.14,i
Cc1onc(-c2c(Cl)cccc2Cl)c1C(=O)NN1CCCCCC1,-0.37,i
COc1ccccc1OCCNC(=O)c1cccs1,0.64,i
COc1ccc(OC)c(S(=O)(=O)NCCO)c1,0.62,i
Cc1cc(/C=C(\C#N)C(=O)NCc2ccco2)c(C)n1C1CCCC1,1.6,i
CN1CCN(c2nc3ccccn3c(=O)c2C=C(C#N)C#N)CC1,0.01,i
O=CNn1cnc2c(oc3nc(-c4ccccc4)cc(-c4ccco4)c32)c1=O,-1.5,i
COC(=O)c1ccc(NC(=O)CSc2nnc(COc3ccc4c(c3)CCCC4)o2)cc1,-0.41,i
CCCCCCCOC(=O)c1nc(Cl)c(Cl)c(N)c1Cl,-0.16,i
Cc1nonc1NC(=O)CSc1ccccn1,-2,i
CC1CC(C)(C)N(C(=O)NC2CCCCC2)c2ccccc21 (stereo unspecified),0.05,i
CN(Cc1ccccc1)c1ncnc2ccc(Br)cc12,-2.7,i
Cc1cccc(C(=O)NCCN2CCN(c3ccccc3)CC2)c1,0.21,i
